MKP-3 inhibition: MKP-3 phosphatase inhibitors, primary screen, biochemical, rat enzyme, in vitro (AID 425); actives 0.17% (n = 110,000); inhibition, % at 20 µM; hits with a dose series show IC50 in µM; recombinant MKP-3 phosphatase activity, fluorescence; higher % means a stronger effect; in the data active = inhibition above about 50%;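 note: plate controls were vehicle for no effect and reference inhibitor for full effect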
Hsp70 inhibitors: Hsp70 inhibitors, probe displacement, primary screen, biochemical, fluorescence polarization (AID 583); one-dose displacement, % at 20 µM; IC50 in µM for titrated hits; Hsp70 fluorescence polarization probe displacement, mP; higher % means a stronger effect; actives 0.06% (n = 140,000); in the data active = displacement above about 50%;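 note: plate controls were vehicle for no effect and reference ligand for full effect; a part of the inactive calls stands beside numbers as strong as those of hits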
* marks the source's active call; other numbers are inactive results; & = joins results of further samples. An excerpt; rates above refer to the full screens.

How did Cc1oc(-c2ccccc2)cc1C(=O)Nc1cccc(C(=O)O)c1 do in these assays?
MKP-3 inhibition: -7%; Hsp70 inhibitors: 5.7%

What do the screens show for `N#Cc1cc2c(nc1SCC(=O)Nc1sc3c(c1C#N)CCC3)CCC2`?
Hsp70 inhibitors: 1.9%

What do the screens show for `NC(=S)NNC(=O)COc1ccccc1`?
MKP-3 inhibition: 0%; Hsp70 inhibitors: -1.6%

How did CC(=O)Nc1ccc(S(=O)(=O)N2CCN(C34CC5CC(CC(C5)C3)C4)CC2)cc1 do in these assays?
MKP-3 inhibition: -14%; Hsp70 inhibitors: -2.0%

Results for COc1ccccc1NC(=O)C1=C(C)NC(SCc2ccccc2)=C(C#N)C1c1ccco1 (configuration not stated) ?
MKP-3 inhibition: -1%; Hsp70 inhibitors: 0.7%

How did COc1cccc(CN2CCN(C(=O)c3ccco3)CC2)c1OC do in these assays?
MKP-3 inhibition: 3%&1%; Hsp70 inhibitors: 0.6%&-1.3%

Results for O=C(NC(=S)Nc1ccc(Cl)c(-c2nc3ccccc3o2)c1)c1ccccc1Cl ?
MKP-3 inhibition: 6%; Hsp70 inhibitors: -1.5%

How did O=C(O)Cc1coc(-c2ccc(F)cc2)n1 do in these assays?
MKP-3 inhibition: 7%; Hsp70 inhibitors: -5.4%

Results for Nc1nnc(CC(=O)N/N=C/c2ccc(Cl)cc2Cl)s1 ?
MKP-3 inhibition: 0%; Hsp70 inhibitors: 8.4%

How did O=C(c1ccco1)N1CCN(C(=O)C2CCN(S(=O)(=O)Cc3ccccc3)CC2)CC1 do in these assays?
MKP-3 inhibition: -8%; Hsp70 inhibitors: 0.7%

How did O=C(O)c1cc2n(n1)C(C(F)(F)F)CC(c1ccc3c(c1)OCO3)N2 (configuration not stated) do in these assays?
MKP-3 inhibition: 0%; Hsp70 inhibitors: -0.6%

What do the screens show for `CCOC(=O)CN1CC23C=CC(O2)C(C(=O)NCCc2ccccc2)C3C1=O` (configuration not stated)?
MKP-3 inhibition: 0%; Hsp70 inhibitors: 6.4%

How did COc1ccccc1NC(=O)CN1CCN(C(=O)c2ccco2)CC1 do in these assays?
Hsp70 inhibitors: 0.3%

Results for CCOC(=O)c1cc2c(ccn2C)n1CC(=O)N1CCN(c2ccccc2)CC1 ?
MKP-3 inhibition: 6%; Hsp70 inhibitors: -4.6%

How did c1cncc(-c2nnc(SCc3nc4ccccc4[nH]3)o2)c1 do in these assays?
MKP-3 inhibition: -13%; Hsp70 inhibitors: -3.7%

How did O=C(O)c1c[nH]c2ccc(S(=O)(=O)N3CCN(c4ccc(F)cc4)CC3)cc2c1=O do in these assays?
Hsp70 inhibitors: 14%

Results for O=c1[nH]c2ccc(Br)cc2c(-c2ccccc2)c1N1CCOCC1 ?
MKP-3 inhibition: 2%; Hsp70 inhibitors: -3.2%

What do the screens show for `CCCC1(c2ccccc2)NC(=O)N(CC(=O)c2[nH]c(C)c(C(=O)OCC)c2C)C1=O` (configuration not stated)?
MKP-3 inhibition: -6%; Hsp70 inhibitors: 8.5%

Results for COC(=O)c1c(C(F)(F)F)cc(-c2ccccc2)nc1C ?
MKP-3 inhibition: 4%; Hsp70 inhibitors: -4.1%

What do the screens show for `CC(C)C(=O)Nc1nnc(CCN2CCCCC2)s1`?
Hsp70 inhibitors: 1.5%

How did O=C1NC(=S)N(c2ccccc2)C(=O)/C1=C/c1cc(Br)c(O)c(Br)c1 do in these assays?
MKP-3 inhibition: 1%; Hsp70 inhibitors: -0.5%

Results for CCCCOc1ccc(-c2nc(-c3cccnc3)no2)cc1 ?
MKP-3 inhibition: -3%; Hsp70 inhibitors: -2.5%

What do the screens show for `Cc1cc(=O)[nH]c(SCC(=O)Nc2cccc(C(F)(F)F)c2)n1`?
MKP-3 inhibition: -11%; Hsp70 inhibitors: 7.3%

What do the screens show for `CCOc1ccc(-n2c(O)c(C=NCCCO)c(=O)[nH]c2=O)cc1`?
MKP-3 inhibition: -4%; Hsp70 inhibitors: -4.5%

How did Cc1ccc(S(=O)(=O)NC(=O)NCc2ccccn2)cc1 do in these assays?
MKP-3 inhibition: -14%; Hsp70 inhibitors: 4.9%

How did Cc1cc(C)n(Cc2ccc(C(=O)N/N=C/c3ccc(-c4ccc([N+](=O)[O-])cc4)o3)o2)n1 do in these assays?
MKP-3 inhibition: 40µM*

What do the screens show for `O=C1C2C3C=CC(C4CC34)C2C(=O)N1Cc1ccc(F)cc1` (configuration not stated)?
MKP-3 inhibition: 2%; Hsp70 inhibitors: 1.1%

What do the screens show for `CCC12CC3CC(C1)CC(C(=O)NNC(N)=O)(C3)C2`?
MKP-3 inhibition: -4%; Hsp70 inhibitors: 1.5%

How did Cc1c(Cl)c(C(F)(F)F)nn1CC(=O)NCc1ccccc1 do in these assays?
Hsp70 inhibitors: -4.2%

How did O=C1NC(=S)N(c2ccc(Cl)cc2)C(=O)/C1=C/c1ccc(N2CCOCC2)o1 do in these assays?
MKP-3 inhibition: -7%; Hsp70 inhibitors: -96%

What do the screens show for `COC(=O)c1cc(S(=O)(=O)N2CCOCC2)ccc1Cl`?
MKP-3 inhibition: 0%; Hsp70 inhibitors: -0.2%

Results for CCOc1cc2c(cc1C(C)(C)C)NC(=O)CS2 ?
MKP-3 inhibition: -4%; Hsp70 inhibitors: -6.8%

How did CC(C)CCNC(=O)CCCn1c(=O)[nH]c2ccc(Br)cc2c1=O do in these assays?
MKP-3 inhibition: -4%; Hsp70 inhibitors: 2.5%

How did Cc1ccc(C)c(NC(=S)NC2CC3CCCC(C2)N3CC(C)C)c1 (configuration not stated) do in these assays?
Hsp70 inhibitors: 4.1%

Results for Cc1ccc(S(=O)(=O)N2CCN(Cc3nc4sc(C)c(C)c4c(=O)[nH]3)CC2)cc1 ?
Hsp70 inhibitors: -0.8%

Results for Cc1ccn2c(NC(=O)/C=C/c3ccccc3)c(-c3ccccc3)nc2c1 ?
MKP-3 inhibition: 2%; Hsp70 inhibitors: -3.1%

Results for O=C(CSc1nnc2c(n1)[nH]c1ccccc12)OCc1ccccc1 ?
Hsp70 inhibitors: 0.8%

Results for CCOC(=O)c1ccccc1NC(=O)C1COc2ccccc2O1 (configuration not stated) ?
MKP-3 inhibition: -10%&1%; Hsp70 inhibitors: 0.5%&-0.1%

Results for COc1ccc(NC(=O)Cc2ccc(Cl)cc2)cc1NC(=O)c1ccco1 ?
MKP-3 inhibition: -14%

Results for COc1ccc2nc(NC(=O)c3ccc(C(C)(C)C)cc3)sc2c1 ?
MKP-3 inhibition: 3%; Hsp70 inhibitors: -3.8%

What do the screens show for `Cc1cccc(C(=O)NCc2ccncc2)c1`?
MKP-3 inhibition: -2%; Hsp70 inhibitors: -44%

Results for Fc1ccc(-c2cnc(-c3cccs3)o2)cc1 ?
Hsp70 inhibitors: 6.0%

What do the screens show for `Cc1ccc(S(=O)(=O)N(CC(C)C)CC(C)C)cc1`?
MKP-3 inhibition: 13%; Hsp70 inhibitors: 6.7%

Results for C/C(Cl)=C\CNC(C)c1ccccc1 (configuration not stated) ?
MKP-3 inhibition: -10%; Hsp70 inhibitors: 2.4%

How did CCNC(=O)NC(C(=O)OC)C12CC3CC(CC(C3)C1)C2 (configuration not stated) do in these assays?
MKP-3 inhibition: -9%&1%; Hsp70 inhibitors: 9.7%&-6.5%

Results for Oc1ccc(CN2CCCCC2)c2cccnc12 ?
Hsp70 inhibitors: 1.2%

How did O=C(NN1C(=O)/C(=C/c2cccnc2)SC1=S)C(c1ccccc1)c1ccccc1 do in these assays?
MKP-3 inhibition: 1%; Hsp70 inhibitors: -0.7%

How did S=c1oc(-c2ccncc2)nn1CCc1ccncc1 do in these assays?
MKP-3 inhibition: -8%; Hsp70 inhibitors: -4.0%

How did Cc1ccccc1CN1C(=O)C(O)(CC(=O)c2ccncc2)c2ccccc21 (configuration not stated) do in these assays?
MKP-3 inhibition: -4%; Hsp70 inhibitors: -6.1%

How did CC(=O)Oc1ccccc1N1C(=O)c2ccc(C(=O)O)cc2C1=O do in these assays?
MKP-3 inhibition: -3%; Hsp70 inhibitors: -5.4%

How did COc1cccc(NC(=O)NCCCN2CCN(c3ccc(F)cc3)CC2)c1 do in these assays?
MKP-3 inhibition: -4%; Hsp70 inhibitors: 0.5%

How did c1ccc(N(c2ccccc2)c2nc(N3CCCC3)nc(-n3ccnc3)n2)cc1 do in these assays?
MKP-3 inhibition: 1%; Hsp70 inhibitors: -1.8%

What do the screens show for `O=C(CSc1nnnn1-c1ccccc1)N1CCN(C(=O)c2ccco2)CC1`?
MKP-3 inhibition: -2%; Hsp70 inhibitors: 5.3%

Results for O=C(CN(Cc1ccco1)C(=O)CCC(=O)Nc1nccs1)NCc1ccccc1 ?
Hsp70 inhibitors: -1.6%

Results for O=C(c1cccc(Cl)c1Cl)N1CCN(c2ccc([N+](=O)[O-])cc2)CC1 ?
MKP-3 inhibition: 1%; Hsp70 inhibitors: 1.2%

How did Cc1ccc(NC(=O)C2C3C4CCC(C4)C23)cc1 (configuration not stated) do in these assays?
MKP-3 inhibition: 2%; Hsp70 inhibitors: 0.5%

Results for O=C(COC(=O)c1ccccn1)Nc1nccs1 ?
MKP-3 inhibition: -2%; Hsp70 inhibitors: -1.2%

Results for O=c1cc(O)c2c(=O)[nH]c(=O)n(-c3ccccc3)c2[nH]1 ?
MKP-3 inhibition: 0%; Hsp70 inhibitors: -6.4%

What do the screens show for `Cc1cc(Cl)ccc1NC(=O)CSc1nnc(-c2ccncc2)n1Cc1ccco1`?
MKP-3 inhibition: -1%; Hsp70 inhibitors: -5.5%

What do the screens show for `O=c1/c(=C/c2cccc([N+](=O)[O-])c2)sc2nnc(-c3ccccc3)n12`?
MKP-3 inhibition: 4%; Hsp70 inhibitors: -4.3%

What do the screens show for `Cc1c(C(=O)NC(C)C)oc2c1-c1[nH]ncc1CC2`?
MKP-3 inhibition: 4%; Hsp70 inhibitors: -3.2%

What do the screens show for `COCCCNC(=O)CCCn1c(=O)c2ccccc2n(CC(=O)Nc2c(C)cc(C)cc2C)c1=O`?
MKP-3 inhibition: 2%; Hsp70 inhibitors: 3.1%

Results for CC1(C)CC(=O)C2=C(C1)NC1=C(C(=O)c3ccccc31)C2c1ccc(OC(=O)c2sc3ccccc3c2Cl)cc1 (configuration not stated) ?
MKP-3 inhibition: 6%; Hsp70 inhibitors: 5.1%

Results for O=C1CC(=O)N(CCc2ccc(F)cc2)C(=O)N1 ?
Hsp70 inhibitors: -5.8%

How did CCOc1ccccc1NC(=O)c1c(NC(=O)c2ccc(C)cc2)sc2c1CCCC2 do in these assays?
MKP-3 inhibition: -4%; Hsp70 inhibitors: 1.6%

What do the screens show for `Cc1ccccc1-c1noc(C2CCCCC2)n1`?
Hsp70 inhibitors: -0.4%

How did O=C(COc1ccc2c(c1)OCO2)Nc1ccc2c(c1)oc1ccccc12 do in these assays?
MKP-3 inhibition: -9%; Hsp70 inhibitors: 5.6%

How did O=C(N/N=C/c1ccc(O)c(O)c1)c1cccc(F)c1 do in these assays?
MKP-3 inhibition: 3%; Hsp70 inhibitors: -2.1%

How did C/C(=C\c1ccco1)C1C(C#N)=C(N)Oc2n[nH]c(-c3ccccc3)c21 (configuration not stated) do in these assays?
MKP-3 inhibition: -12%

How did CCCCCN(C(=O)NC(=O)NCCCC)S(C)(=O)=O do in these assays?
MKP-3 inhibition: -2%; Hsp70 inhibitors: -1.7%

How did COC(=O)c1c(NC(=O)CSc2nncs2)sc2c1CCCCC2 do in these assays?
MKP-3 inhibition: -17%; Hsp70 inhibitors: 0.6%

Results for COC(=O)c1c(C)oc2ccc(OCc3cccc(Cl)c3)cc12 ?
MKP-3 inhibition: -1%; Hsp70 inhibitors: 0.7%

Results for COc1cc(C2NC(=O)N(C)C(C)=C2C(=O)OCc2ccccc2)cc(Br)c1O (configuration not stated) ?
MKP-3 inhibition: 3%; Hsp70 inhibitors: -4.7%

Results for O=C(CSc1ccc2nnc(-c3ccccn3)n2n1)NCC1CCCO1 (configuration not stated) ?
MKP-3 inhibition: -4%; Hsp70 inhibitors: -0.8%

What do the screens show for `CCOC(=O)N1CCC(NC(=O)c2cc3cc4cc(OC)ccc4nc3o2)CC1`?
MKP-3 inhibition: -4%; Hsp70 inhibitors: -1.5%

How did CCOC(=O)c1sc(NC(=O)CSc2nc(C)cc(C)n2)c(C#N)c1C do in these assays?
Hsp70 inhibitors: -3.9%

How did CN(C)CCNC(=O)NC1CCCCC1 do in these assays?
MKP-3 inhibition: 1%; Hsp70 inhibitors: 4.1%

High-throughput results (PubChem BioAssay)
